Bioassay records deposited in PubChem by The Scripps Research Institute Molecular Screening Center.
CHO parental Ca: ATP-evoked calcium signal inhibitors, parental CHO, primary screen, counter-screen for OX1R antagonist project, cell-based, fluorescence, Fluo-8 calcium dye | parental CHO-K1, ATP-induced calcium, Fluo-8 fluorescence | inhibition, % at 5.6 µM | 0.63% of 330,000 active | AID 463079, 2010;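 active = inhibition above that plate's mean sample inhibition plus 3 SD, cut at about 26% in these data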;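 also: 0% = ATP-challenged DMSO wells and 100% = DMSO wells without ATP; some compounds past the cut are filed as inactive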
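Test system: parental CHO cells; detection: calcium-sensitive Fluo-8 fluorescence; evaluation: percent inhibition of calcium signal; also added: ATP as calcium-mobilizing challenge; repeats: one well per compound; control set: ATP-challenged DMSO wells low, unchallenged DMSO wells high; compound: single nominal dose of 5.6 µM per compound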
TAAR1 antagonist: human TAAR1 antagonists, primary screen, Fluo-8 calcium fluorescence, CHO RD-HGA16 cells | Trace amine-associated receptor 1 (Homo sapiens), Q96RJ0 | inhibition, % at 3 µM | AID 624466, 2012 | antagonist | 1.5% of 360,000 active;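 active = inhibition above a per-plate cutoff, the mean inhibition of test compounds on that plate plus 3 SD, cut at about 49% in these data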;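 also: 0% = DMSO plus EC80 beta-PEA response and 100% = DMSO alone without agonist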
Target sequence (Q96RJ0 whole entry, looked up): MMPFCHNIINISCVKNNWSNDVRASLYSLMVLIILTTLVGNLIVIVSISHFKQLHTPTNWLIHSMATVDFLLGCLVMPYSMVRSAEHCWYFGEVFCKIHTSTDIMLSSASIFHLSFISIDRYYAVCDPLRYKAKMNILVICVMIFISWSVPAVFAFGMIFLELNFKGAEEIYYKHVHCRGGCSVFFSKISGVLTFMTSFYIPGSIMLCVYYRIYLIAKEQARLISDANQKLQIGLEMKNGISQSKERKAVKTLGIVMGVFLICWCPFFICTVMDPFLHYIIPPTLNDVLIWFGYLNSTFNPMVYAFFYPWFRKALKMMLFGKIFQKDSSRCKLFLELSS
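Test system: CHO RD-HGA16 cells bearing hTAAR1 | Reagent: β-PEA, EC80 | Compound dosing: 3 µM, single point | Schedule: Dye loading 75 min at 37 °C, then 30 min room temperature | Signal: Calcium fluorescence with Fluo-8 | Evaluation: Percent inhibition of PEA-evoked calcium signal, max/basal emission ratio | Control set: DMSO-only wells and EC80 β-PEA-stimulated wells | Repeats: Singlicate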
TAAR1 agonist: human TAAR1 agonists, primary screen, Fluo-8 calcium fluorescence, CHO RD-HGA16 cells | 0.99% of 360,000 active | Trace amine-associated receptor 1 (Homo sapiens), Q96RJ0 | activation, % at 3 µM | vehicle wells 0%, saturating PEA agonist 100%;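 active = activation above the mean activation of all test compounds in the run plus 3 SD, cut at about 38% in these data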
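Test system: RD-HGA16 (CHO) cells co-expressing Gα16 and hTAAR1 | Doses: Single dose, 3 µM | Schedule: 17-24 h seeding, 75 min 37 °C dye, 30 min RT | Evaluation: % activation from peak over basal fluorescence ratio, DMSO-to-PEA scaled | Technique: Kinetic Fluo-8 calcium fluorescence | Benchmarks: Low control DMSO, high control PEA (EC100)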
V1R ag counter: agonists of human V1a receptor, primary screen, counter-screen for OXTR agonist project, fluorescence, CHO-V1R cells; Vasopressin V1a receptor (Homo sapiens), P37288; Fluo-8 calcium fluorescence, agonist mode; 0% DMSO, 100% 3 nM vasopressin; activation, % at 3 µM; 0.25% of 320,000 active; AID 2797, 2010;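 active = activation above the mean activation of all tested compounds plus 3 SD, per screening run, cut at about 20% in these data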;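 also: signal is peak over basal fluorescence ratio across a 100 second FLIPR read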
M1 ag: human M1 muscarinic receptor agonists, primary screen, Fluo-8 calcium fluorescence, CHO-K1 cells, HTS | Muscarinic acetylcholine receptor M1 (Homo sapiens), P11229 | CHO-K1 hM1, agonist mode; 0% DMSO, 100% acetylcholine EC100 | activation, % at 3 µM | 0.33% of 360,000 active | AID 588814, 2011;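 active = activation above the run's mean compound activation plus 3 SD, cut at about 16% in these data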;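 also: peak over basal fluorescence ratio within a 140 s kinetic read after compound addition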
M1 PAM parental: nonselective calcium activators in parental CHO-K1 cells, primary screen, counter-screen for M1 PAM project, cell-based, Fluo-8 calcium fluorescence, full deck, 1536-well. ATP EC20; 0% at ATP EC20, 100% at ATP max. activation, % at 3 µM. 0.02% of 360,000 active. AID 602247, 2012;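 active = activation above the run cutoff, the mean activation of all test compounds plus 3 SD, cut at about 40% in these data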;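 also: peak over basal fluorescence ratio in a 140 s read after ATP addition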
OXTR potentiate: human OXTR potentiators, primary screen, fluorescence, CHO-OTR cells, Fluo-8 calcium; Oxytocin receptor (Homo sapiens), P30559; Fluo-8 calcium fluorescence, potentiator mode; 0% = oxytocin EC15, 100% = EC100; activation, % at 3 µM; 0.061% of 320,000 active; AID 2445, 2010;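 active = activation above that plate's cutoff, the mean activation of tested compounds plus 3 SD, cut at about 6.6% in these data, passing the limit was not always enough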;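 also: 100% uses oxytocin at 75 nM as the full agonist control; some results filed as inactive read as strong as hits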
Target sequence (P30559 whole entry, looked up): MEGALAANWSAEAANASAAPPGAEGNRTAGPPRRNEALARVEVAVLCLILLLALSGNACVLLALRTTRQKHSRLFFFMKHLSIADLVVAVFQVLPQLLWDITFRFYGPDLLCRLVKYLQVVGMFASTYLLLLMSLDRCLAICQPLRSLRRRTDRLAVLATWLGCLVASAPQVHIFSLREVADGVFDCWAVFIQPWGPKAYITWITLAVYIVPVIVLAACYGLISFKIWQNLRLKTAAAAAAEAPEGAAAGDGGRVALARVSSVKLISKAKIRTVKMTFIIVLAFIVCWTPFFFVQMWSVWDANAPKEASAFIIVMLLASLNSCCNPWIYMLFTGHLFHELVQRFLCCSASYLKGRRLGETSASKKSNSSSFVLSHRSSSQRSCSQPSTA
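Assay system: CHO cell line stably expressing human OTR. Reagent: EC15 oxytocin agonist. Dosing: single dose, 3.0 µM nominal final compound concentration. Timing: compound 6 min at room temperature before oxytocin, 100 s read. Signal: kinetic Fluo-8 calcium fluorescence. Controls: oxytocin EC15 low and EC100 high.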
CHO-K1 Ca ag: counter-screen for M1 agonists: effect in parental CHO-K1 cells | 0.48% of 360,000 active | Fluo-8 calcium fluorescence; scaled to maximal ATP response, vehicle zero | activation, % at 3 µM | AID 602248, 2012; in the data active = activation above about 15%;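 also: untransfected CHO-K1 host cells lacking M1 receptor as counterscreen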
CHO-K1 Ca antag: counter-screen for M1 antagonists: effect in parental CHO-K1 cells; AID 602250; ATP-induced calcium, Fluo-8 fluorescence; inhibition, % at 3 µM; 0.6% of 360,000 active;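 active = inhibition above a per-plate cutoff, the plate's mean sample inhibition plus 3 SD, cut at about 24% in these data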;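 also: 0% = DMSO plus EC80 ATP and 100% = DMSO alone without ATP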
The depositor's hits bear a star; . = no result given.

SMILES	CHO parental Ca	TAAR1 antagonist	TAAR1 agonist	V1R ag counter	M1 ag	M1 PAM parental	OXTR potentiate	CHO-K1 Ca ag	CHO-K1 Ca antag
COc1ccc(-c2ccc(CN3C(C(C)C)C(=O)N(Cc4cn(CCC5OCCCO5)nn4)CCS3(=O)=O)cc2)cn1 (configuration not stated)	.	-20	1	.	-1	-2	.	0.9	-2
COc1ccc(-c2noc(CNC(=O)Nc3ccc(F)cc3)n2)cc1	-9	-12	13	5.0	-7	18	-9	5.9	-5
Cc1ccc(NC(=O)CCC(=O)N/N=C/c2cc([N+](=O)[O-])ccc2O)cc1	1	13	0	-0.6	-4	-3	1	-0.1	5
COc1cccc(C2N(c3ccccn3)C(=O)C3CCCN32)c1OC (configuration not stated)	4	4	0	0.0	-4	3	-7	0.9	-2
Cc1nc2ncnn2c(C)c1C/C=C/c1ccccc1	-10	-9	0	1.8	-5	9	1	1.0	-11
CCCCC(=O)Nc1ccc2c(c1)oc1ccccc12	-2	17	33	-0.2	-3	9	-9	0.5	-1
O=C(NCc1ccccc1)C1=C[C@@H](C2CCCCC2)C[C@@H](OCc2ccc(CO)cc2)O1	-10	18	7	1.8	1	16	-8	0.2	-20
CN(C(=O)COc1ccc(C(C)(C)C)cc1)C1CCS(=O)(=O)C1 (configuration not stated)	3	-7	3	0.5	-1	-8	-4	1.3	-19
CSc1nc2ccc(S(=O)(=O)N3CCOCC3)cc2s1	-12	5	10	0.8	-6	7	-3	1.6	-25
COc1ccc(-c2nc(NC(=O)c3cc(C(C)(C)C)nn3C)sc2C)cc1	-20	.	.	-0.6	-8	8	-9	1.7	-21
CN(Cc1ccccc1)C(=O)CNC(=O)C12CC3CC(CC(C3)C1)C2	-13	-10	5	0.7	2	18	-4	-0.4	-15
Cc1ccc(NC2CCCN(C(=O)c3cccc(-c4ncc[nH]4)c3)C2)cc1C (configuration not stated)	-20	-8	2	0.0	-4	15	-11	0.5	-15
O=C(O)COc1ccccc1/C=C1\C(=O)Nc2ccc(Br)cc21	-13	-17	3	-0.2	-4	3	-6	-0.3	-8
CCc1cccc(C)c1NC(=O)COn1nnc2ccc(C(F)(F)F)cc21	-15	3	-2	0.1	-6	-11	2	-0.1	4
Cc1cc(C)c2c(N)c(C(=O)NN3CC(=O)N(c4ccccc4F)CC3=O)sc2n1	-12	8	8	0.3	-2	19	-4	0.4	-15
COc1ccc(NC(=O)CSc2nnc(Cn3c(=O)sc4ccccc43)n2C)c(OC)c1	-17	-3	0	-0.5	0	-13	-6	-0.4	14
COC(=O)[C@@H](c1ccccc1)N(C)S(=O)(=O)c1cccc(S(=O)(=O)N(C)[C@@H](C(=O)OC)c2ccccc2)c1	30	22	9	3.3	-4	7	-10	2.2	-9
COc1cc(C(=O)NCC(C)(C)CNC(=O)c2cc(OC)c(OC)c(OC)c2)cc(OC)c1OC	-23	-23	2	-0.1	2	-2	5	1.2	1
Cc1ccc(-c2nc3c(Cl)cc(C(F)(F)F)cn3c2Cc2cccc(F)c2)cc1	.	0	1	.	-2	22	.	1.4	1
CCCOc1ccc(C(=O)NCC(c2cccs2)N(C)C)cc1 (configuration not stated)	-12	-3	1	0.5	-13	1	5	-0.1	9
C=CCOc1ccc(/C=C2\SC(=S)N(NS(=O)(=O)c3ccccc3)C2=O)cc1	-1	33	-2	-0.8	-7	-3	-10	-0.8	-4
C=CCNc1nc2c(c(=O)[nH]c(=O)n2C)n1CCCc1ccccc1	-2	-20	3	0.7	-1	-15	-2	-0.2	2
Cc1ccc(C(=O)Nc2onc(C)c2C#N)cc1	8	-20	6	1.1	0	-4	-3	0.8	-6
Cc1ccc(C)c(OCCCC(=O)NC2CCCCC2)c1	-9	-9	0	1.3	-4	-16	-11	1.1	4
CCC(=O)N1CC2(CC(c3cccc([N+](=O)[O-])c3)=NO2)C[C@H]1C(=O)NCC(N)=O (some centres not stated)	-5	-5	10	1.2	-3	-4	-10	0.6	-9
N#CCCn1cc(C(CC(=O)c2ccccc2)C(=O)O)c2ccccc21 (configuration not stated)	-8	-5	1	-0.3	-2	15	-5	0.1	-7
CC(=O)N=c1sccn1CC(=O)c1ccc([N+](=O)[O-])cc1	-3	5	10	0.7	-4	18	-1	0.6	-16
CCOC(=O)C1CCCN(CCC(=O)Nc2ccc(C)c(C)c2)C1 (configuration not stated)	-14	13	10	0.7	15	11	-6	0.9	0
COc1ccc(N2CCN(c3oc(COc4ccccc4Cl)nc3C#N)CC2)cc1	-6	17	-2	-1.4	-5	7	-7	-0.2	5
CCOC(=O)CCCCCC(=O)Nc1ccc2c(c1)C(=O)N([C@@H](C)CO)C[C@H](C)[C@H](CN(C)C(=O)NC(C)C)OCCCC[C@H](C)O2	.	-7	0	.	-10	4	.	-0.1	-3

Only M1 PAM parental and OXTR potentiate, for 2 of the compounds above:
SMILES,M1 PAM parental,OXTR potentiate
CC(=O)N=c1sccn1CC(=O)c1ccc([N+](=O)[O-])cc1,18,-1
CCOC(=O)C1CCCN(CCC(=O)Nc2ccc(C)c(C)c2)C1 (configuration not stated),11,-6

(cont.)
SMILES	CHO parental Ca	TAAR1 antagonist	TAAR1 agonist	V1R ag counter	M1 ag	M1 PAM parental	OXTR potentiate	CHO-K1 Ca ag	CHO-K1 Ca antag
CCC(CC)C(=O)NCc1ccc(OC)cc1	-7	-5	1	-0.5	-1	5	-1	0.3	-5
CCN1CCN(C(=O)/C=C/c2ccc(C)o2)CC1	-11	3	5	1.9	-6	29	-6	0.8	-8
COc1ccc(OC)c2sc(NC(=O)c3ccc(S(=O)(=O)N4CCOCC4)cc3)nc12	-7	5	6	1.4	1	8	-8	-0.1	-11
Cc1ccc(NC(=O)COc2coc(CN3CCc4ccccc43)cc2=O)cc1Cl	-4	-15	-1	-1.3	-2	6	-9	0.7	0
O=C(Nc1cccc([N+](=O)[O-])c1)c1cc2ccccc2cc1O	36*	3	12	14	10	4	-9	16*	10
CN(CC(=O)Nc1ccc(N2CCOCC2)cc1)C(=O)CSc1ccc(Br)cc1	-10	6	3	5.8	3	-10	-12	2.1	14
CCc1c(C(=O)N/N=C/c2ccc(OCc3ccc(F)cc3)c(OC)c2)nnn1-c1nonc1N	-1	9	-1	2.5	-4	10	-6	1.1	-13
COc1ccccc1NC(=O)COC(=O)C1CC2CCCC(C1)C2=O (configuration not stated)	-11	-4	1	-0.5	-1	-5	-4	0.7	9
CN(C)C=Nc1c(Br)cc(Br)c2nonc12	64*	78*	87*	84*	45*	4	-17	18*	17
Cc1ccc2occ(C3N[C@H](C(=O)O)CS3)c(=O)c2c1 (some centres not stated)	-15	3	7	-0.6	-5	-3	-9	0.2	2
O=C(CSc1nnc(-c2c[nH]c3ccccc23)n1CC1CCCO1)Nc1ccc2c(c1)OCCO2 (configuration not stated)	-22	9	4	-0.4	-3	19	-11	0.7	-9
Cc1ccc(C)n1-c1ccncc1	-12	-7	2	1.7	-4	12	-6	0.1	-1
Cc1ccc(C(=O)CCC(=O)OCC(=O)NNC(=O)c2ccccc2Cl)cc1	-14	-2	-3	4.4	-3	1	-6	0.1	-2
COC(=O)c1ccccc1NC1c2ccccc2C(=O)N1c1cccnc1 (configuration not stated)	-10	-1	0	1.5	-1	15	2	0.9	-4
CC1(C)OC(=O)C(=CSc2ccc(C(C)(C)C)cc2)C(=O)O1	-3	12	1	1.0	-4	22	-5	0.3	-4

As entered above:
M1 ag result of COC(=O)c1ccccc1NC1c2ccccc2C(=O)N1c1cccnc1 (configuration not stated) reads -1
V1R ag counter result of O=C(Nc1cccc([N+](=O)[O-])c1)c1cc2ccccc2cc1O reads 14

Remaining list, next part:
SMILES	CHO parental Ca	TAAR1 antagonist	TAAR1 agonist	V1R ag counter	M1 ag	M1 PAM parental	OXTR potentiate	CHO-K1 Ca ag	CHO-K1 Ca antag
Cc1nn(C)c(C)c1S(=O)(=O)N(CC(=O)Nc1ccccn1)c1ccc(C(C)C)cc1	-16	11	0	-0.4	-2	-1	-4	0.0	9
N#Cc1ccc(Oc2ccc(-c3cnc4ccccc4n3)cc2)cc1C#N	7	5	1	-0.2	-4	25	-5	1.1	-10
C=CCc1cccc2cc(C(=O)OCC)c(=O)oc12	-14	-24	0	0.3	-8	22	-12	0.3	-2
CCCn1c(N)c(N(CCOC)C(=O)/C=C/c2cccc(Cl)c2)c(=O)[nH]c1=O	-7	-6	9	-0.2	-3	10	-2	0.6	-14
COc1ccc(C)cc1NC(=O)C1CCN(S(=O)(=O)c2ccccc2)CC1	-7	-20	3	0.4	-3	-8	-4	-0.1	12
O=C(Cn1ncc2c(=O)oc3ccccc3c21)NCC1CCCO1 (configuration not stated)	-5	-5	0	0.1	-1	9	-1	0.1	-1
CCc1nc2ccc(C(=O)N3CCN(c4cccc(OC)c4)CC3)cc2nc1CC	-20	-2	-3	-1.7	-6	21	-2	1.2	-19
O=C1NC2(CCCCCC2)C(=O)N1Cc1ccc(Cl)cc1Cl	-12	19	0	2.7	-11	-5	-9	0.5	-14
COCCNc1oc(/C=C/c2ccccc2)nc1C#N	-16	-34	0	-0.9	-2	14	1	0.6	-11
CNC(=O)COC(=O)c1ccccc1Nc1ccccc1	-17	-20	0	-0.9	5	9	-3	0.4	-16
C[C@@H]1O[C@@H](OCCC(=O)O)[C@H](O)C[C@H]1O	-2	-1	2	-0.5	-1	-2	-4	0.3	-13
O=S(=O)(c1ccc(Oc2ccccc2)cc1)N1CCOCC1	-4	8	17	0.7	-7	20	-8	3.6	-14
CCC1(C(=O)O)NC(c2cccc(OC)c2O)C2C(=O)N(c3ccccc3)C(=O)C21 (configuration not stated)	-8	-1	1	-0.1	-1	13	2	0.4	-5
O=C(Nc1ccccn1)c1ccc2c(c1)S(=O)(=O)c1ccccc1C2=O	15	20	20	0.4	-2	4	-6	-0.5	1
CC(C)CC1C(C#N)=C(N)OC2=C1C(=O)CC(c1ccccc1)C2 (configuration not stated)	-21	9	4	0.7	-6	16	-9	1.5	-13
